From PubChem
KOR beta-arrestin-1 = kappa opioid receptor blockers – cell-based, luminescence, uHTS (AID 1778); KOR beta-arrestin recruitment, luminescence, antagonist mode; higher % means a stronger effect; 290,000 tested, 0.091% active; inhibition, % at 10 µM, or IC50 in µM where a hit was titrated; in the data active = inhibition above about 50%; also: strong numbers were not always called active
GPR55 beta-arrestin = GPR55 agonists via beta-arrestin recruitment, primary screen, imaging, U2OS cells, beta-arrestin-GFP redistribution (AID 1961) | U2OS GPR55 beta-arrestin-GFP redistribution imaging; higher % means a stronger effect | one-dose activation, % at 10 µM; EC50 in µM for titrated hits | 290,000 tested, 0.048% active;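 active = activation above 40% with more than 50 cells counted in the well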;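 also: U2OS osteosarcoma cells stably expressing GPR55 and beta-arrestin-GFP; plate controls were DMSO negative control for no effect and LPI positive control for full effect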
HIV fusion peptide = inhibitors of HIV fusion peptide binding, primary screen, biochemical, uHTS, fluorescence dequenching (AID 1986); cell-free peptide binding, fluorescence dequenching, 30 min; higher % means a stronger effect; inhibition, % at 20 µM, or IC50 in µM where a hit was titrated; 290,000 tested, 0.3% active; in the data active = inhibition mostly above about 52%, no sharp cut-off; inactive = mostly below about 76%; also: some results filed as inactive read as strong as hits
NOD1 NF-kB reporter = inhibition of NOD1-driven NF-kB reporter – cell-based, luminescence, uHTS, primary screen (AID 1578); 290,000 tested, 1% active; NOD1-driven NF-kB luciferase reporter cells, luminescence; higher % means a stronger effect; inhibition, % at 4 µM, or EC50 in µM where a hit was titrated; in the data active = inhibition mostly above about 36%, no sharp cut-off; inactive = mostly below about 34%;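 also: HEK-293T reporter cells stimulated with the NOD1 agonist gamma-tri-DAP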
SIAH1 antagonists = blockers of Siah-1 interaction with plectin peptide – biochemical, fluorescence polarization, rhodamine-plectin, uHTS, primary screen (AID 1817) | Siah-1 / rhodamine-plectin peptide fluorescence polarization; higher % means a stronger effect | displacement, % at 20 µM, or IC50 in µM where a hit was titrated | 290,000 tested, 0.02% active;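 active = displacement of at least 50% at 20 µM, with a fluorescence ratio check between 0.3 and a set limit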;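 also: plate controls were Siah plus tracer with DMSO for no effect and tracer alone without Siah for full effect; strong numbers were not always called active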
KOR beta-arrestin-2 = KOR agonists, beta-arrestin recruitment, primary screen, cell-based, luminescence, uHTS (AID 1777). KOR beta-arrestin recruitment, luminescence; higher % means a stronger effect. activation, % at 10 µM; hits with a dose series show EC50 in µM. 280,000 tested, 0.02% active; in the data active = activation above about 50%, passing the limit was not always enough; also: a part of the inactive calls stands beside numbers as strong as those of hits
GPR35 arrestin U2OS = GPR35 antagonists blocking zaprinast-driven arrestin recruitment, primary screen, imaging, U2OS, beta-arrestin-GFP, zaprinast agonist (AID 2058); U2OS GPR35 beta-arrestin-GFP translocation imaging, zaprinast antagonism; higher % means a stronger effect; inhibition, % at 10 µM; hits with a dose series show IC50 in µM; 290,000 tested, 0.052% active;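 active = inhibition of at least 50% with at least 30 cells and total cytoplasm GFP at most 10,000,000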
AID2073 = inhibitors of Mint1-CaV2.2 protein interaction, biochemical, HTRF (AID 2073) | 290,000 tested, 0.19% active | inhibition, % at 20 µM; hits with a dose series show IC50 in µM | HTRF protein-protein interaction, Mint1-CaV2.2; higher % means a stronger effect; in the data active = inhibition mostly above about 51%, no sharp cut-off; also: some results filed as inactive read as strong as hits
GPR55 LPI antagonism = inhibition of LPI-stimulated GPR55 beta-arrestin translocation – imaging, U2OS, beta-arrestin-GFP, LPI agonist, primary screen (AID 2013) | U2OS GPR55 beta-arrestin-GFP translocation imaging, LPI antagonism; higher % means a stronger effect | inhibition, % at 10 µM, or IC50 in µM where a hit was titrated | 290,000 tested, 0.13% active;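 active = spots per cell inhibited over 60%, with over 100 cells counted and total cytoplasm intensity under 500,000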;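 also: U2OS cells stably carrying GPR55 and arrestin-GFP stimulated by 5 µM LPI near EC80; imaged beta-arrestin-GFP aggregate spots per cell after agonist stimulation; plate controls were LPI-stimulated DMSO wells for no effect and DMSO wells without LPI for full effect; some results filed as inactive read as strong as hits; confirmed hits need IC50 under 10 µM and bright autofluorescent wells are also inconclusive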
Active calls of the source: *; / = not tested or not shown; & = joins results of further samples; [ ] = remark or other dose.

SMILES | KOR beta-arrestin-1 | GPR55 beta-arrestin | HIV fusion peptide | NOD1 NF-kB reporter | SIAH1 antagonists | KOR beta-arrestin-2 | GPR35 arrestin U2OS | AID2073 | GPR55 LPI antagonism
COC(=O)c1sc2nc(SCC(=O)N(C)c3ccccc3)n(N)c(=O)c2c1C | -16% | 0.6% | -0.3% | -4% | 18% | -4.2% | -8% | 49% | -2%
COC(=O)c1ccc(S(=O)(=O)NCc2ccco2)n1C | 15% | 0.0% | -0.4% | -9% | 16% | 2.3% | 17% | 12% | -8%
COc1ccc(C(=O)/C=C/C(=O)N(CC(=O)NC2CCCCC2)Cc2ccc(F)cc2)c(O)c1 | 33% | / | -0.4% | 16% | -8% | -1.0% | 13% | 38% | 26%
CCOC(=O)CSC(CC)C(=O)Nc1nnc(C(C)C)s1 (configuration not stated) | 28% | 0.4% | -0.7% | -30% | 1% | 3.2% | -1% | -5% | 6%
COc1cc(S(=O)(=O)N(Cc2cccnc2)Cc2cccc(OC)c2OC)ccc1-n1cnnn1 | -7% | -0.1% | 0.2% | -11% | 13% | 1.4% | -11% | -1% | 7%
Cn1cc(CN(Cc2ccccn2)C[C@@H]2CCC(=O)N2)c(-c2ccccc2F)n1 | -10%[20 µM] | -0.1% | 0.7% | -28% | -1% | / | -2% | 34% | 18%
C#CCOCCOCCOCCNc1nc(N2CCN(C(=O)C([C@@H](C)CC)n3cc(C(N)Cc4ccc(O)cc4)nn3)CC2)nc(N2CCN(C(=O)[C@H](CCC(=O)O)n3cc(C(N)[C@H](C)CC)nn3)CC2)n1 (some centres not stated) | 6% | 0.1% | 0.0% | 2% | 2% | 18% | -33% | -21% | -14%
CC1CC(NC2=NCCS2)CC(C)(C)C1 (configuration not stated) | 12% | -0.3% | 0.0% | 1% | 1% | 14% | 1% | 6% | -2%
Cc1cc(NC(=O)CCC(=O)N(CC(=O)NC2CCCC2)c2cccc(F)c2)no1 | 10% | 0.1% | -0.6% | -29% | -5% | -4.1% | 3% | 10% | 10%
O=c1c(-c2nnc(SCc3ccc(Cl)c(Cl)c3)o2)cccn1Cc1ccccc1 | -36% | 0.5% | -1.5% | 23% | 6% | -3.0% | -18% | 4% | 26%
COc1cccc(-c2c(C(=O)N/N=C/c3cccnc3)nnn2-c2nonc2N)c1 | 1% | -0.2% | -0.9% | -9% | 7% | -3.2% | 15% | -4% | -7%
COC(=O)Cn1c(=O)sc2ccccc21 | 16% | 0.0% | 0.3% | -17% | 0% | 4.5% | 0% | -4% | 1%
CCC(C)(C)C1CCC(=NNC(=O)c2ccc(Br)o2)CC1 (configuration not stated) | 9% | -0.3% | -2.5% | -9% | -4% | 2.8% | 8% | -5% | 14%
Cc1ccc(CNS(=O)(=O)c2cc3c(cc2C)N(C)CCO3)cc1 | -14%[20 µM] | 0.5% | -1.1% | -4% | -3% | 0.3% | -2% | -13% | 5%
CCN1CCc2c(OCC(=O)Nc3cccc(C)c3C)cccc2C1=O | -14% | -0.1% | 1.3% | -50% | -3% | -1.0% | 8% | -6% | 11%
CCOC(=O)c1ccc(Oc2c(C)oc3cc(OS(C)(=O)=O)ccc3c2=O)cc1 | -20% | 0.1% | -2.1% | 28% | -7% | 1.2% | 17% | 9% | -4%
COCCNC(=O)C(c1ccc(OC)cc1)N(C(=O)Cn1nnc2ccccc21)c1cccnc1 (configuration not stated) | -47%[20 µM] | -0.1% | -0.8% | 4% | -3% | / | 6% | 2% | -6%
Cc1cc(C)n(-c2nc3ccccc3c(=O)n2OCC(=O)Nc2c(C)cccc2C)n1 | -1% | 0.3% | -1.9% | 0% | 4% | -6.4% | -1% | -1% | 6%
COc1ccc(SC[C@H](CC(C)C)N2CCN(C)CCC2=O)cc1 | 21% | -0.1% | 1.2% | -4% | -2% | -2.1% | -9% | 10% | 6%
O=C(NC1(C(F)(F)F)NC(=O)N(C2CCCCC2)C1=O)C1CC1 (configuration not stated) | -9% | 0.0% | 0.2% | -28% | 10% | -2.3% | 18% | 2% | -11%
Cc1nc(Nc2nc(CSc3ccc(Cl)cc3)cc(=O)[nH]2)nc2ccccc12 | -32% | -0.3% | -1.2% | 6% | 0% | 5.7% | -4% | 8% | 6%
COc1cccc(C2C(=O)c3ccccc3C2=O)c1 | 15% | 0.2% | 2.0% | -7% | 17% | -3.2% | -7% | -10% | 2%
COc1ccccc1Nc1nnc(SCC(=O)N2CC(=O)Nc3ccccc32)s1 | -9% | -0.3% | -1.9% | -17% | -2% | -3.8% | 7% | -5% | -2%
Cc1ccc(OCCCN2C(=O)C(=O)c3cccc(C)c32)cc1 | -46% | 0.2% | 4.8% | 8% | 4% | -1.2% | 7% | 2% | -2%
CC(C)(C)OC(=O)NCCc1nnc(SCc2ccc(Cl)cc2Cl)o1 | 4% | -0.2% | 0.5% | 10% | 2% | 4.6% | 12% | 1% | -2%
COC(=O)c1sccc1NC(=O)CSc1ccccc1NS(=O)(=O)c1ccc(Cl)cc1 | -6% | 0.4% | 6.7% | 44% | -4% | -2.1% | 0% | 6% | -1%
COC(=O)c1sccc1NC(=O)c1c(C)c(-c2cccc(Cl)c2)nc2ccccc12 | 10% | 0.2% | 3.6% | 21% | 8% | 0.2% | -6% | 1% | 7%
CCCCN(S(=O)(=O)c1ccccc1)S(=O)(=O)c1ccccc1 | -19% | -0.2% | -0.6% | -27% | 3% | 1.3% | 4% | 8% | -4%
O=C1CC(c2ccccc2)CC2=C1C=Nc1ccccc1N2 (configuration not stated) | 20% | -0.2% | -1.2% | 28% | 11% | -2.7% | -6% | -8% | -9%
OC(CNCCc1ccc(C(F)(F)F)cc1)COC(c1ccccc1)c1ccccc1 (configuration not stated) | -8% | 0.4% | -1.6% | 1% | 0% | -6.6% | -10% | -10% | 2.6µM*
Cc1ccsc1/C=C(\CC(=O)O)c1nc2ccccc2o1 | -5% | 0.0% | 1.2% | -37% | 11% | -3.1% | -2% | 2% | 24%
CCC1Sc2ccc(S(=O)(=O)CCC(=O)Nc3ccc(C(=O)OC)cc3)cc2NC1=O (configuration not stated) | -18% | -0.1% | 0.3% | -12% | 31% | 0.7% | 18% | 7% | 12%
COc1cc2cc(Oc3ccc4ccc(=O)oc4c3)c(=O)oc2cc1OC(=O)/C=C/c1ccccc1 | 1% | 0.7% | 0.4% | 1% | 3% | 0.5% | 3% | 6% | -3%
COc1cccc(-c2nnc3n2N=C(c2cccc(Br)c2)CS3)c1 | -22% | -0.3% | 0.2% | 28% | 2% | -10% | 7% | 15% | -6%
O=C(Cn1nc(C(F)(F)F)c2c1CCC2)NCc1ccc(F)cc1 | -16% | 0.3% | 0.7% | -15% | 0% | 1.3% | 2% | -8% | 6%
Cc1cccc(/C=N/NC(=O)c2ccc(F)cc2)n1 | 3% | 0.8% | -0.6% | -7% | 3% | -0.5% | 1% | 4% | 7%
Cc1ccc(C2=NOC(C)(c3nnc(-c4ccc(Cl)cc4)o3)C2)cc1 (configuration not stated) | 0% | -0.1% | -0.9% | -10% | 3% | -0.5% | -3% | 19% | 3%
Cc1nc(C)c(-c2ccc(SCC(=O)Nc3cccc(Cl)c3C)nn2)s1 | 14% | 0.4% | -1.9% | 9% | -4% | -6.7% | 9% | 9% | -15%
CCc1ccc(NC(=O)[C@H](Cc2c[nH]c3ccccc23)NC(=O)[C@@H]2Cc3ccccc3CN2)cc1 | 5%[20 µM] | 0.2% | 1.8% | 29% | 0% | 0.3% | -19% | 8% | -3%
Cc1csc(NC(=O)CSc2ccc3nnc(-c4ccncc4)n3n2)n1 | 30% | -0.1% | -1.4% | 24% | -6% | -6.0% | 9% | 2% | 8%
Cc1ccc(N=C2NC(=O)/C(=C/C=C/c3ccco3)S2)cc1 | -12% | -0.3% | 53% | -5% | 16% | 4.5% | -1% | 36% | -7%
COc1cccc(NC(=O)Cn2cc3c(n2)CCCCC3)c1 | -20% | 0.4% | 0.5% | 8% | -6% | 1.7% | 27% | -4% | -12%
O=C1NC(NS(=O)(=O)c2ccccc2)(C(F)(F)F)C(=O)N1c1ccc(F)cc1 (configuration not stated) | -3% | -0.2% | -1.9% | 2% | 5% | -7.6% | 2% | -3% | 2%
Cc1ccc(Nc2nc(-c3ccccc3)cs2)nc1 | -49%[20 µM] | 0.4% | -0.8% | -37% | -5% | 12% | 20% | 3% | 11%
COc1ccc(S(=O)(=O)Nc2ccccc2C(=O)N2CCCCC2)cc1C | -14% | 0.3% | 0.2% | -14% | 1% | 7.9% | 0% | 12% | -6%
COc1ccc(NC(=S)NCC(c2ccco2)N2CCCC2)cc1 (configuration not stated) | 19% | 0.1% | 0.5% | -20% | -3% | -2.4% | 5% | -14% | 5%
Cn1nnc2cc(C(=O)Nc3cccnc3)ccc21 | -38% | -0.1% | 0.1% | -20% | -1% | 3.8% | 2% | -1% | 6%
CCc1ccc(CNC(=O)C2CCCN(c3nnc(C)c4c(C)n(-c5ccccc5)nc34)C2)cc1 (configuration not stated) | -19% | -0.1% | 3.5% | -4% | 3% | 2.0% | 5% | 9% | 26%
Cc1nc2nc[nH]n2c(=O)c1NC(=O)CC12CC3CC(CC(C3)C1)C2 | 42%&11% | -0.1%&0.0% | -1.2%&1.4% | -15%&7% | 0%&5% | -1.6%&0.9% | 10%&9% | -5%&-1% | -5%&15%
COc1ccc(NC(=O)C2CCCN2C(=O)NC2CCCCC2)cc1OC (configuration not stated) | -19% | -0.2% | -1.0% | -1% | -1% | 2.1% | 9% | -2% | 11%
CSc1ncc2c(n1)-c1cc(C)ccc1SC2 | 9% | -0.1% | 0.6% | -5% | 1% | 2.6% | 10% | 3% | 28%
Cc1ccc(NC(=O)CSc2nnc(NC(=O)C(C)C)s2)c(C)c1 | 11% | -0.2% | -1.3% | -22% | 1% | 0.7% | 11% | 19% | 9%
Fc1cccc(CCN2C(=S)NC[C@@H]2CC2CCCCC2)c1 | 22% | -0.1% | -1.1% | -4% | 8% | -5.0% | 2% | -4% | 5%
Cc1cc(C(=O)Nc2ccccc2)c2ccccc2n1 | -14% | -0.1% | 0.2% | 41% | -2% | 0.7% | -2% | 10% | -16%
CCn1c(SCc2cccc(C(F)(F)F)c2)nnc1-c1ccco1 | -7% | 0.0% | 14% | -25% | 0% | 0.4% | -17% | 13% | 57%
Cc1ccc(C)c(SCC(=O)NNC(=O)c2csc(N3CCOCC3)n2)c1 | -7% | 0.0% | -2.3% | 1% | -4% | -1.4% | -14% | 10% | 91%

Some of the compounds tested; rates above refer to the full screens.
